OPRM1-OPRD1 ag – agonists of human mu-delta opioid receptor heterodimerization. P35372+P41143. cells, OPRM1-OPRD1 heterodimerization, luminescence. activation, % at 9.3 µM. hit rate 0.3% among 340,000. AID 504326; in the data active means activation above about 18%;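 further: 0% = vehicle-treated cells and 100% = reference agonist; values of inactives mirror those of a sister screen read the other way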
V-ATPase pHluor – regulators of yeast V-ATPase proton transport. S. cerevisiae, pHLuorin cytosolic pH fluorescence. response, % at 10 µM. hit rate 0.37% among 350,000. AID 504577; in the data active means response mostly above about 7.3%, no sharp cut-off; inactive means mostly below about 5.4%; further: actives read high; inactives centre near 0; some compounds called inactive have numbers as strong as hits; reference of the scale not given here
OPRM1-OPRD1 inv – mu-delta opioid heterodimer inverse agonism | cell-based MOR-DOR heterodimer luminescence | inhibition, % at 9.3 µM | P35372+P41143 | hit rate 0.21% among 340,000 | AID 504357; in the data active means inhibition above about 22%, passing the limit was not always enough;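 further: 0% = cells with DMSO and 100% = wells without cells with DMSO; values of inactives mirror those of a sister screen read the other way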
Keap1-Nrf2 PPI – disrupts human Keap1 binding to Nrf2 peptide; Keap1 Kelch-Nrf2 peptide fluorescence polarization, 1536-well; inhibition, % at 9.4 µM; hit rate 0.15% among 340,000; in the data active means inhibition above about 12%;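 further: human Keap1 Kelch domain with fluorescein labeled Nrf2 9mer peptide probe; 0% = neutral control wells and 100% = peptide positive control; higher means more block of Keap1 binding to Nrf2 peptide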
Target sequence (Q14145 whole entry, looked up, the tested form may be a part): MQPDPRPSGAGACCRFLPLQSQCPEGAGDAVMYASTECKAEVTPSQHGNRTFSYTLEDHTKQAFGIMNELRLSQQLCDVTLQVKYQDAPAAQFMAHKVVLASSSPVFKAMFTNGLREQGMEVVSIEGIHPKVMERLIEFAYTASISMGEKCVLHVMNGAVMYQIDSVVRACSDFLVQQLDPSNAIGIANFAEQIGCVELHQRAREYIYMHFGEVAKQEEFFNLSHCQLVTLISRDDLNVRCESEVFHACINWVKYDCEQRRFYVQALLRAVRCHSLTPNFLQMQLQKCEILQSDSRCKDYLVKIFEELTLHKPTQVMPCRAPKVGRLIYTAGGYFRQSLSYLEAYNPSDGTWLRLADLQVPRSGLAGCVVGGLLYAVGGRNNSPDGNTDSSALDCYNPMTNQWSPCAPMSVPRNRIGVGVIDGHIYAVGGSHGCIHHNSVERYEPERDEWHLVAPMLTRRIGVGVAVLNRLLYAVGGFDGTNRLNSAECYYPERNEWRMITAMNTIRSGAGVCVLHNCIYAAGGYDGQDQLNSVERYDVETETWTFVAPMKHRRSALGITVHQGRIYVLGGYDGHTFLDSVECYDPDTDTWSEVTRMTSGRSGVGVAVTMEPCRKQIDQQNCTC
HTR5A ag ctr – activates human HTR5A in OPRM1-OPRD1 agonist counter-screen; P47898; HTR5A agonist assay, luminescence, cell-based; activation, % at 9.3 µM; hit rate 0.61% among 340,000; AID 504692; in the data active means activation mostly above about 9.5%, no sharp cut-off; inactive means mostly below about 7.6%;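 further: 0% = cells with vehicle only and 100% = reference agonist; strong numbers were not always called active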
Target sequence (P47898 whole entry, looked up): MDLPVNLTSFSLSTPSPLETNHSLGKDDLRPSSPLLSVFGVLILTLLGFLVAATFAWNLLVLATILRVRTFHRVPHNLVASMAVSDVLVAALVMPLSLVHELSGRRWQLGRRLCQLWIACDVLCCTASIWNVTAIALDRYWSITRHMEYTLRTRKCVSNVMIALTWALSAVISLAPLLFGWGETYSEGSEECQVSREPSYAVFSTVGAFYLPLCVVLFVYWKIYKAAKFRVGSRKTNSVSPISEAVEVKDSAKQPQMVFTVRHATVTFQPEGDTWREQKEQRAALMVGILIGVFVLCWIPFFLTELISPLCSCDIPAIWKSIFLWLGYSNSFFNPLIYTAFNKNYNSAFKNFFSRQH
CAL PDZ FP – blocks peptide binding to the human CAL PDZ domain; purified CAL PDZ, TMR-peptide fluorescence polarization, 1 h; hit rate 0.92% among 300,000; inhibition, % at 24.9 µM; AID 602252;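 active means mean inhibition of at least 30% with at least half of replicates also reaching 30%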;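 further: 0% = DMSO neutral control and 100% = excess unlabeled competitor peptide PRC23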
LANA DNA inh – KSHV C-LANA DNA binding inhibition; hit rate 0.078% among 340,000; AID 504423; MBP-C-LANA/FAM-LBS DNA binding, fluorescence polarization; inhibition, % at 9 µM;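 active means highest replicate inhibition at or above 60% at 9 µM, even if other replicates fall short; inactive means all replicates below 60% inhibition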;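 further: 0% = neutral control wells and 100% = 4 µM acridine orange control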
Cardiac RTF inh – cardiac RTF calcium desensitization; P19429+P45379; IANBD-labeled cardiac RTF, Ca2+ fluorescence; inhibition, % at 7.15 µM; hit rate 0.12% among 340,000; AID 493244;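 active means inhibition above the mean inhibition of all tested compounds plus 3 SD, cut at about 17% in these data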;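 further: assay run at fixed EC70 calcium of 1.6 mM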
HTR5A inv ag – HTR5A inverse agonism, opioid heterodimer counter-screen; P47898; HTR5A cell line, luminescence; inhibition, % at 9.3 µM; hit rate 0.083% among 340,000; AID 504634; in the data active means inhibition mostly above about 23%, no sharp cut-off; inactive means mostly below about 18%;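 further: 0% = cells with DMSO and 100% = no-cell wells with DMSO; some compounds called inactive have numbers as strong as hits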
RTF Ca sens act – increases calcium sensitivity of human cardiac regulated thin filaments. hit rate 0.24% among 340,000. activation, % at 7.2 µM. P19429+P45379. IANBD-labeled TnC RTF fluorescence at EC20 calcium; 0% EC20 calcium, 100% full calcium;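 active means activation above the mean over all tested compounds plus 3 SD, cut at about 30% in these data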;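 further: rise in fluorescence read as greater calcium sensitivity of cardiac thin filaments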
* = called active by the depositor; · = not tested or not shown.

SMILES	OPRM1-OPRD1 ag	V-ATPase pHluor	OPRM1-OPRD1 inv	Keap1-Nrf2 PPI	HTR5A ag ctr	CAL PDZ FP	LANA DNA inh	Cardiac RTF inh	HTR5A inv ag	RTF Ca sens act
CC1Cc2ccccc2N1C(=O)CN1CCc2ccccc2C1 (stereo unspecified)	-2.9	-5	16	-5	15	-1	2.7	-10	-41	0
COC(=O)c1ccccc1CC1Cc2cc3c(cc2C1=O)CCC3 (stereo unspecified)	4.2	-2	-22	4	0	-1	-3.1	-5	1	-2
O=C(N/N=C\c1ccccc1)c1ccccc1-n1cccc1	-0.6	-1	3	2	0	·	0.8	0	-25	3
Cc1nc2ccccc2n1C1CCN(CC(=O)NCc2ccc(F)cc2)CC1	-1.1	1	6	4	-2	-2	0.8	-3	0	-4
O=C(Nc1nc2ccccc2[nH]1)C1CCCC1	-1.3	-1	6	-2	3	0	-2.1	-2	-8	4
COc1ccc(-c2cc(=O)[nH]c(=S)[nH]2)cc1	0.5	5	-2	-2	-4	1	2.3	7	1	-3
Cc1cc(O)c(C(=O)/C=C/c2c(F)c(F)c(F)c(F)c2F)c(=O)o1	-2.3	-2	12	-13	4	-3	-1.2	-16	-14	9
O=C(NC1CCN(c2ncccn2)CC1)c1cccc(F)c1	-3.5	0	18	-1	-3	-3	2.9	-7	12	1
CCN(CC(=O)Nc1c(F)cccc1F)C(=O)Cc1ccc(S(=O)(=O)N2CCOCC2)s1	1.2	-2	-8	-8	7	3	1.6	-15	-19	0
COc1ccc(NC(=O)c2cc(OC)c(OC)c(OC)c2Br)cc1OC	-2.3	-2	12	3	0	0	0.1	-8	-10	4
COCCCNC(=S)N/N=C/c1ccc(OC)c(Br)c1	-1.4	-1	7	-8	5	54*	-0.9	-6	2	-6
COc1cc(CCC(=O)N2CCN(c3ccccc3)CC2)cc(OC)c1OC	0.6	1	-4	-2	5	-2	0.7	6	0	-6
CC(=O)Nc1ccc(NC2=Nc3ccccc3N3C2=Nc2c(c(C)nn2-c2ccccc2)C3c2ccccc2)cc1 (stereo unspecified)	-1.1	-7	6	-7	2	1	2.4	-1	15	-3
COc1ccc(NC(=O)Cn2nnc(C(=O)NCc3cccs3)c2N)cc1OC	-2.3	0	12	-1	-3	·	-0.3	-6	9	-3
CCOc1ccc(CCNC(=O)COC(=O)c2ccc(C)s2)cc1OCC	-5.7	-2	19	-5	7	0	1.5	-5	19	-1
COc1ccccc1NC(=O)COC(=O)c1ccc(S(=O)(=O)N2CCCCCC2)cc1	-0.8	-4	4	-2	-1	0	0.4	6	2	-12
Cc1ccc(C(C2=C(O)CC(C)(C)CC2=O)C2C(=O)CC(C)(C)CC2=O)o1 (stereo unspecified)	-1.7	5	9	-6	-1	-2	-1.7	1	4	2
CNC(=O)C1CC(=O)N(Cc2ccccc2)C(=Nc2ccc(OC)cc2)S1 (stereo unspecified)	-2.6	3	12	-7	-5	·	-0.5	-7	12	1
COc1ccc(OC)c(C2C(C(C)=O)=C(C)Nc3ncnn32)c1 (stereo unspecified)	-3.0	0	15	2	-4	·	-1.4	-9	6	-2
CCn1c(SCC(=O)c2cc(OC)ccc2OC)nnc1C(C)C	2.4	4	-14	-5	-1	1	0.0	0	-2	5
CCC(=O)N1CCc2cc(Br)cc(S(=O)(=O)N3CCC(C(=O)NC(C)C)CC3)c21	-2.9	-2	18	4	-1	-3	-1.0	1	8	-5
Cc1ccc(N(C)S(=O)(=O)c2cc3c(cc2C)NC(=O)CO3)cc1	-1.8	0	10	-1	3	·	0.7	-2	13	4
O=C(Nc1ccc(Br)cc1F)c1cccnc1	1.0	-2	-7	1	2	6	-0.8	-4	-4	-5
c1ccc(-n2nnnc2OCCOc2nnnn2-c2ccccc2)cc1	0.3	1	-2	0	6	-2	2.1	-4	-15	1
Cc1cc(C)c2nc(SCCc3ccccc3)nc(C)c2c1	0.5	-4	-3	2	2	10	1.9	-10	-6	-1
Cc1c(Cc2ccccc2)c(=O)oc2c(C)c(OCC(=O)Nc3ccc(C#N)cc3)ccc12	-3.9	2	21	2	1	0	1.3	-15	-2	4
CCOC(=O)CCc1c(C)c2c(C)nn(-c3ccccc3)c2[nH]c1=O	-2.7	1	15	-5	-4	·	1.0	-1	10	1
CN(C)S(=O)(=O)c1cccc(NC(=O)CN(CCO)CC(=O)Nc2cccc(S(=O)(=O)N(C)C)c2)c1	-2.7	-2	12	4	-2	-2	1.6	-2	6	-5
CC(C)(C)NC(=O)COC(=O)c1ccccc1Nc1ccc(SC(F)F)cc1	1.9	-2	-11	-5	-2	-6	0.4	-1	6	5
O=C(O)CCC(=O)NNC(=O)COc1ccc(Cl)cc1Cl	·	1	·	-5	·	0	-1.7	·	·	·
CCN(C(=O)c1ccc(S(C)(=O)=O)cc1)C12CC3CC(CC(C3)C1)C2	0.5	0	-2	-4	0	0	0.4	-1	24	1
Cc1cc(C)cc(NC(=O)CSc2nc3c(c(=O)n2C)SC(C)C3)c1 (stereo unspecified)	1.5	4	-9	-4	2	·	0.0	-6	-4	8
O=C(Nc1ccccc1)c1ccc(Br)c(S(=O)(=O)Nc2cccnc2)c1	-2.7	-2	14	-2	-1	-2	0.7	-8	20	-11
O=C(Oc1ccc2cccc(OC(=O)N3CCOCC3)c2c1)N1CCOCC1	0.0	1	0	-2	-5	-3	0.3	-6	-14	12
Cc1ccc(OCCn2cnc3c2c(=O)n(C)c(=O)n3C)cc1	4.4	-4	-36	-5	2	8	7.2	0	-21	-4
Cc1nnc(SCC(=O)NCc2ccc3c(c2)OCO3)s1	-0.1	3	1	-2	5	-2	-10	-1	10	-3
C=CCNCC(=O)NN=C(c1ccccc1)c1ccccc1	-3.0	0	15	-3	-7	0	-2.2	-1	15	-2
Cc1ccc(NCc2ccccc2F)cc1	-1.6	0	8	-3	-1	-2	0.0	5	2	-1
COc1cccc(CC2(CO)CCCN(Cc3sc(N4CCCC4)nc3Cl)C2)c1 (stereo unspecified)	-0.7	1	3	1	0	22	-1.6	-16	12	3
O=C(NCCCN1CCOCC1)c1ccc(CSCc2cccc(Cl)c2)o1	-1.8	-4	9	1	2	7	-1.1	-3	10	1
NNc1nc(Nc2ccc([N+](=O)[O-])cc2)nc(N2CCCCCC2)n1	-3.7	2	19	2	-3	·	-2.1	-7	16	4
COC(=O)c1sccc1NC(=O)/C=C/C(=O)O	-1.8	-4	11	-7	-3	-4	0.1	0	7	-2
CCOc1ccc(NC(=O)CNC(=O)c2nn(-c3ccc(OC)c(OC)c3)c(=O)c3ccccc23)cc1	-0.6	-3	3	-1	3	3	0.9	-18	0	-2
COc1ccc(CCC(=O)NCc2cnn(C)c2)cc1	0.8	-3	-4	-1	-2	·	-1.4	-4	1	2
O=C(NNC(=S)NC(=O)C12CC3CC(CC(C3)C1)C2)c1ccncc1	-7.2	1	42*	-4	-7	-1	0.2	-7	6	-2
COc1ccccc1CNC(=O)COC(=O)c1ccccc1-c1ccccc1	0.5	-4	-3	0	-5	-4	-0.8	-11	12	-4
COc1ccc(C(=O)O)cc1S(=O)(=O)NC(C)(C)C	-1.6	-2	8	-1	1	0	-1.0	6	-10	1
Cc1cccc(N2CCN(c3ccc(N4C(=O)CCCC4=O)cc3[N+](=O)[O-])CC2C)c1 (stereo unspecified)	-0.9	-1	5	-2	-3	25	0.4	4	9	0
O=C(Nc1ccsc1C(=O)O)c1ccc(Cl)cc1	-1.8	2	10	-2	-3	-6	2.0	-8	13	-4
O=C(c1cc2c(s1)-c1ccccc1OC2)N1CCCC1	2.0	0	-10	3	1	-2	-6.4	-7	-3	0
Cc1occc1C(=O)N/N=C/C=C/c1ccccc1[N+](=O)[O-]	-2.7	-2	13	-1	-2	-2	-0.3	5	-4	5
CCOc1ccc(CCNC(=O)CS(=O)(=O)Cc2nc(-c3ccccc3F)oc2C)cc1	-2.3	-1	12	-2	0	0	1.5	-2	-12	-1
O=C(Nc1ccc(Cl)c(Cl)c1)N1CCSCC1	-1.0	4	6	-7	-1	3	-2.0	11	-17	7
Cc1ccc(S(=O)(=O)OCCC2=CC(=O)CCN2Cc2ccccc2)cc1	-2.2	-1	10	-6	0	-2	-6.3	-19	3	0
COCCCNc1nc2c(c(=O)n(Cc3cccc(Br)c3)c(=O)n2C)n1C	0.6	-3	-3	-2	2	1	-1.2	-3	-8	5
Cc1occc1-c1nnc(SCC(=O)Nc2ccccc2)n1C	-1.7	0	8	-6	-2	-1	0.5	-8	-4	13
Cc1ccccc1OCC(=O)Nc1ccccc1NC(=O)c1ccco1	-2.3	-1	12	0	4	-7	2.1	12	-11	-2
c1csc(-c2cc(N3CCCCC3)c3ccccc3n2)c1	6.2	0	-28	2	3	·	-0.8	-9	-10	-4
CN(Cc1cccc(Cl)c1Cl)C(=O)c1ccc(NC(=O)CC#N)cc1	-1.6	-2	9	-1	-4	-3	-0.4	2	-11	-5
O=C(CSc1ccccc1)NCc1ccc(F)cc1	-1.4	-2	9	-6	-1	-3	0.6	5	-12	-7

(listing goes on)
SMILES	OPRM1-OPRD1 ag	V-ATPase pHluor	OPRM1-OPRD1 inv	Keap1-Nrf2 PPI	HTR5A ag ctr	CAL PDZ FP	LANA DNA inh	Cardiac RTF inh	HTR5A inv ag	RTF Ca sens act
CCOC(=O)N1CCN(C(=O)c2ccc(C)c(S(=O)(=O)N3CCCCC3)c2)CC1	-3.4	3	17	1	0	4	-0.9	1	-1	-4
CCCCCSc1nnc(-c2ccccc2NC(C)=O)c(=O)[nH]1	2.0	-1	-11	-8	3	2	0.8	-11	-7	11
CCC(C)(C)NC(=O)CN(C(=O)CCC(=O)Nc1nccs1)c1ccc(C)cc1	-4.0	-2	19	-3	-1	-3	2.4	-4	5	5
CCCc1n(CC(O)COCc2ccccc2)c2ccccc2[n+]1C (stereo unspecified)	-1.9	-2	10	1	4	·	0.4	-2	-13	1
NC(=O)C1CCN(C(=O)c2ccc(-c3ccccc3Cl)o2)CC1	-1.5	1	6	4	-3	-2	0.5	-11	7	-2
Cc1cccc(C)c1NC(=O)CN(C)S(=O)(=O)c1ccc(-c2ccc(=O)[nH]n2)s1	-1.7	-1	9	1	-3	1	-1.8	-6	0	-5
O=C(COc1ncnc2cc([N+](=O)[O-])ccc12)NCCc1ccc(Cl)cc1	5.1	-2	-28	-9	2	13	1.0	-2	-7	0
Cc1c(C(=O)OCC(=O)N2CCCC2=O)oc2ccccc12	-2.2	2	14	5	17*	-2	0.8	-7	-48	5
O=C(Nc1ccc(Cl)cc1)c1cccnc1N1CCCCC1	2.1	2	-11	1	4	-5	1.3	-5	2	1
CCN(CC)CCN(C(=O)CCS(=O)(=O)c1ccccc1)c1nc2c(C)cc(C)cc2s1	4.7	1	-32	-3	13*	0	0.7	-8	-29	-2
Cc1ccc(CN2CCN(Cc3ccc4cccc(F)c4n3)CC2CCO)cc1 (stereo unspecified)	-0.9	2	4	-6	-7	-1	-1.0	-14	22	-3
OC1(CN2CCOCC2)C2CN3CCN(C2)CC1(c1ccccc1)C3 (stereo unspecified)	-2.9	-3	12	0	-5	-3	-7.4	-2	11	-3
